Screens (PubChem BioAssay)
SENP8 block-1 = inhibitors of human SENP8 protease; Q96LD8; purified SENP8, Z-RLRGG-aminoluciferin cleavage, luminescence; inhibition, % at 10 µM; 330,000 tested, 1.2% active; AID 2540; in the data active means inhibition above about 50%
Target sequence (Q96LD8 whole entry, looked up): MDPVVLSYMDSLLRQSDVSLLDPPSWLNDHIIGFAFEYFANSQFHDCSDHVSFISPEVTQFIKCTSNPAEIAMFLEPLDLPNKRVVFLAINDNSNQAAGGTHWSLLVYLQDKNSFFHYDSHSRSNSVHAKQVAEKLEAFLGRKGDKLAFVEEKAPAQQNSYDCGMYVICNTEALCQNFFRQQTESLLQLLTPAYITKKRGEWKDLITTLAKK
SENP7 inh = inhibitors of human SENP7 protease. Q9BQF6. recombinant SENP7, Z-RLRGG-aminoluciferin luminescence, 40 min. inhibition, % at 5 µM. 330,000 tested, 1.5% active;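 active means inhibition above about 50% at the single test dose, limit read from the data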;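 further: plate controls were DMSO with enzyme for no effect and no enzyme buffer wells for full effect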
Target sequence (Q9BQF6 706-1050 limits assumed): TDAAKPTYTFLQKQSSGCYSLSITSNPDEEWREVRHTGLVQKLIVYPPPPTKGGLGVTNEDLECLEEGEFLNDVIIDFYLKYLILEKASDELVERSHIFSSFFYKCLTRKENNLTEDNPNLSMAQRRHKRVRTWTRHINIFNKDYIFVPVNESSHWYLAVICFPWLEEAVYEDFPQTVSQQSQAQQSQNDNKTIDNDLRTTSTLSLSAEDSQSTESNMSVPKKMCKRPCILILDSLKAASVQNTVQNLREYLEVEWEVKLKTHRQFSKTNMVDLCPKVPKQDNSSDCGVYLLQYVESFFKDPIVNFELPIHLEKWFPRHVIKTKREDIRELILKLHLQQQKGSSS
UBC13 inh = human UBC13 polyubiquitination inhibition; P61088; 330,000 tested, 0.47% active; AID 485273; UBC13 polyubiquitin chain formation, TR-FRET; inhibition, % at 20 µM; in the data active means inhibition above about 45%, passing the limit was not always enough
Target sequence (P61088 whole entry, looked up): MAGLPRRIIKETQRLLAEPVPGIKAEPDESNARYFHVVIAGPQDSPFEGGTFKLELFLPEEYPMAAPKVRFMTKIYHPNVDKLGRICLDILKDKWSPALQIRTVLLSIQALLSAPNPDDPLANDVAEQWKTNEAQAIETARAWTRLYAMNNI
MIN6 prolif = inducers of beta-cell replication in MIN6 cells; proliferation, % at 10 µM; 330,000 tested, 0.29% active; MIN6 cells proliferation, ATPlite luminescence, 48 h; cells starved in 0.2% serum; 100% = growth in 10% serum;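 active means compounds whose signal lies at least 3.5 SD above the mean of all wells on their plate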;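 further: 0% = DMSO-treated cells in low-serum medium and 100% = 10% serum control; some compounds called inactive have numbers as strong as hits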
HKDC1 inhibitor = blocks human hexokinase HKDC1 activity; Q2TB90; recombinant HKDC1, G6PDH/diaphorase resazurin coupled fluorescence; inhibition, % at 20 µM; 340,000 tested, 0.16% active; AID 493160;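 active means inhibition above about 35% when tested at 20 µM, limit read from the data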;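 further: plate controls were DMSO wells with enzyme for no effect and DMSO wells lacking enzyme for full effect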
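System: Recombinant HKDC1 hexokinase | Amount: HKDC1 at 5 µg/mL | Reagent: Glucose with 1 mM ATP | Doses: Single 20 µM dose | Incubation: Reaction time 90 min, room temperature, protected from light | Signal: Coupled resazurin fluorescence, excitation 525 nm, emission 613 nm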
SENP6 inh = inhibitors of human SENP6 protease | Q9GZR1 | Recombinant SENP6 catalytic domain, aminoluciferin luminescence | inhibition, % at 10 µM | 330,000 tested, 1.8% active | AID 2599;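 active means inhibition above about 50% at the single tested dose, limit read from the data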;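 further: plate controls were DMSO wells with enzyme for no effect and DMSO wells lacking enzyme for full effect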
PfG6PD inh = PfG6PD (Plasmodium falciparum) enzyme inhibition | PfGluPho enzyme, NADPH resazurin-diaphorase fluorescence | inhibition, % at 20 µM | 350,000 tested, 0.78% active;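 active means inhibition reaching at least a set limit at 20 µM in the primary screen, cut at about 59% in these data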;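 further: 0% = DMSO wells with substrate and 100% = DMSO wells lacking glucose-6-phosphate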
SENP1 FRET inh = blocks the human SENP1 SUMO protease catalytic domain. 360,000 tested, 0.21% active. inhibition, % at 10 µM. AID 624204. recombinant SENP1 catalytic domain, CyPet-SUMO1-YPet FRET cleavage. Q9P0U3;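 active means inhibition at least 30% at 10 µM, raw YFP signal under a set limit, fluorescence ratio 0.5 to 1.5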;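 further: 0% = enzyme with DMSO and 100% = no enzyme wells; some results filed as inactive read as strong as hits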
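Test system: recombinant human SENP1 catalytic domain, His6-tagged / Medium: pH 8 Tris buffer with EDTA, NaCl, BME, BSA, NP40, catalase / Also added: SUMO1 FRET substrate flanked by Cypet and Ypet, 25 nM / Times: 50 min reaction at room temperature / Signal: FRET, CFP and YFP emission / Control set: no-enzyme low control and enzyme-plus-DMSO high control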
SENP8 block-2 = SENP8 (human) protease inhibition | recombinant SENP8, Nedd8 substrate fluorescence | inhibition, % at 20 µM | 360,000 tested, 0.64% active | AID 602440; in the data active means inhibition mostly above about 40%, no sharp cut-off; inactive means mostly below about 27%
Numbers without * were called inactive; . = not tested or not shown.

The opening 2 entries as a preview:
smiles,SENP8 block-1,SENP7 inh,UBC13 inh,MIN6 prolif,HKDC1 inhibitor,SENP6 inh,PfG6PD inh,SENP1 FRET inh,SENP8 block-2
Cc1cc(C)cc(C(=O)NCC(=O)OCC(=O)N2c3ccccc3NC(=O)C2(C)C)c1,-3,-6,-28,-4,12,3,0,0,2
COC(=O)[C@@]12CCCN1[C@H](c1ccc(-c3ccc(OC)cc3)c(OC)c1)[C@H]1C(=O)N(C)C(=O)[C@H]12,-18,-10,-2,-3,-3,-19,5,-1,-55

Main list, from the start:
smiles,SENP8 block-1,SENP7 inh,UBC13 inh,MIN6 prolif,HKDC1 inhibitor,SENP6 inh,PfG6PD inh,SENP1 FRET inh,SENP8 block-2
Cc1cc(C)cc(C(=O)NCC(=O)OCC(=O)N2c3ccccc3NC(=O)C2(C)C)c1,-3,-6,-28,-4,12,3,0,0,2
COC(=O)[C@@]12CCCN1[C@H](c1ccc(-c3ccc(OC)cc3)c(OC)c1)[C@H]1C(=O)N(C)C(=O)[C@H]12,-18,-10,-2,-3,-3,-19,5,-1,-55
Cc1nn(-c2cc(N3CCCCCC3)ccc2[N+](=O)[O-])c(=O)c2ccccc12,10,0,-17,0,-6,6,-4,-5,16
COc1ccc(-n2cc(-c3ccccc3)[n+]3c2CCCCC3)cc1,1,1,5,-5,-5,-6,2,-1,-1
CCc1ccc(-n2c(=O)c3c(C)c(C(=O)N(C)C)sc3n(CC(=O)NCc3ccco3)c2=O)cc1,5,6,5,-4,-9,-14,-4,1,10
O=C(NCc1ccc2c(c1)OCO2)c1ccco1,7,2,4,-1,-2,-4,-22,0,3
COc1ccc(NC(=O)CN2CCN(C(=O)N3CCOCC3)CC2)cc1,-12,-10,2,1,-7,-8,-11,1,17
O=C(O)c1ccc(N=Cc2nc(-c3ccco3)oc2O)cc1,-3,0,3,0,-4,4,-1,-25,-27
CCS(=O)(=O)c1ccc(O)c(NC(=O)Nc2cccc3ccccc23)c1,-5,1,-7,1,-1,3,-22,1,-25
CSc1ncccc1C(=O)OCC(=O)N1CC2(C)CC1CC(C)(C)C2 (stereo not drawn),-3,10,-4,-1,-6,2,11,1,5
CCOc1ccc(NC(=O)C/C(C)=N/NC(=O)COc2ccc(Br)cc2C)cc1,-4,4,0,0,-1,-11,10,0,0
O=C(/C=C/c1ccc([N+](=O)[O-])cc1)NCc1ccco1,-4,5,-12,0,-8,-2,30,1,12
CN(CCO)c1nc(N)c(C#N)c(CC#N)c1C#N,1,0,5,0,7,0,1,-13,-134
Cn1cnnc1SCC(=O)Nc1ccccc1F,0,4,-11,-1,-1,-4,-1,1,6
COc1ccc(-c2nc(-c3ccc(C(=O)O)cc3)no2)cc1,97*,95*,-3,-5,-2,98*,-8,4,12
Cc1cc(C(F)F)n2nc(C(=O)Nc3ccc(S(=O)(=O)N4CCCCCC4)cc3)nc2n1,4,1,8,1,-5,6,-8,-2,14
COC(=O)[C@]1(Cc2ccccc2)N[C@H](CN(C)C(=O)Nc2ccc(F)cc2)[C@@H]2C(=O)N(C)C(=O)[C@@H]21,1,1,18,0,-4,3,-7,0,0
CN(Cc1c(C(=O)N/N=C/c2ccccc2)nnn1-c1nonc1N)c1ccccc1,-5,6,-21,-4,2,2,30,2,2
COc1ccc(Cl)cc1N(C(C)=O)c1nc(C)cc(C)c1C#N,-8,-11,-6,4,-4,-12,7,2,5
O=c1[nH]nnc2c1sc1nc(N3CCOCC3)c3c(c12)CCCC3,8,7,11,-4,25,-8,-32,-7,-87
O=C1CCCN2N=C(SCC(=O)Nc3ccc(Br)cc3)SC2=N1,2,1,3,-3,-2,7,10,2,14
CCCCNC(=O)c1cc2c(=O)n3cccc(C)c3nc2s1,-12,1,12,2,4,-8,4,-33,-301
Cc1ccc(NC(=O)C2CCN(S(=O)(=O)c3cc([N+](=O)[O-])ccc3Cl)CC2)nc1,10,-20,-4,-6,12,7,13,0,6
CCCCc1nc2ccccc2[nH]1,7,1,7,-1,-2,15,7,2,20
Cn1c(-c2nnn(-c3ccc(F)cc3)n2)cc2ccccc21,39,11,1,-2,.,52*,.,.,.
Cc1cc(C)nc(NN2C(=O)/C(=C/c3ccccc3)SC2=S)n1,2,4,-4,-1,-9,12,4,1,18
COC(=O)/C=C/c1ccc(-n2ccnc2)cc1,-8,4,-3,-1,-12,-2,11,1,16
O=C(Nc1cccnc1)c1cccnc1Cl,-5,-8,-1,-3,2,5,6,1,10
CCCCn1nnnc1SCC(=O)c1cc(Cl)ccc1OC,-11,-8,-7,-3,1,-7,6,1,24
O=C(N/N=C/c1ccc(O)cc1)Nc1cccc2nsnc12,-10,-4,6,-4,3,2,16,-94,-64
Cc1ccc2nc3n(c(=O)c2c1)CCCCC3,-4,1,1,-1,3,-7,-11,2,16
CSc1ccccc1NC(=O)COc1nsnc1N1CCOCC1,-10,10,-9,1,-2,-2,-6,0,16
NC(=S)N=Nc1c(O)n(Cc2ccc(F)cc2)c2ccccc12,-12,-5,73*,-6,-12,-13,6,4,28
Cc1ccc(-n2nc3ccc(NC(=O)/C=C/c4ccco4)cc3n2)cc1,4,-4,-9,-6,-3,3,8,-106,-276
O=C(CCc1ccccc1)c1nnc(-c2ccccc2)o1,3,-1,0,1,-9,7,4,2,8
Cc1cc2oc(=O)cc(-c3ccccc3)c2c(C)c1-c1ccc(C(F)(F)F)cc1,.,0,.,.,0,.,-3,1,21
O=C(O)C(Cc1c[nH]c2ccccc12)N1C(=O)c2ccccc2C1=O (stereo not drawn),3,-5,2,0,-9,-7,-12,2,20
Cc1cc(C)n2nnnc2n1,1,1,-2,-1,-5,-4,3,0,12
CCOc1ccc(CCNC(=O)CS(=O)(=O)Cc2nc(-c3ccc(OC)cc3)oc2C)cc1,4,15,-13,4,-3,7,-5,-2,-3
COc1ccc(C(C(=O)NC(C)(C)C)N(C(=O)CCC(=O)Nc2cc(C)on2)c2ccccc2F)cc1 (stereo not drawn),8,-1,5,0,-4,-8,0,1,0
CCC(c1nnnn1CCc1ccccc1)N1CCN(c2ccc(OC)cc2)CC1 (stereo not drawn),-5,-12,-8,0,8,-3,18,4,29
CCOc1ncccc1C(=O)Nc1cc(S(=O)(=O)N(CC)CC)ccc1N1CCOCC1,-6,6,5,0,-1,11,35,-2,-7
Cc1ccccc1NC(C)C(=O)N/N=C/c1ccccc1OCc1cccc(Br)c1 (stereo not drawn),-10,-4,-10,-3,6,-15,5,4,18
CCS(=O)(=O)n1nc(-c2ccccc2)nc1NCc1ccco1,2,1,10,-1,-3,5,-8,-4,12
COc1ccc(N2CCN(S(=O)(=O)c3c(C)n(C)c(=O)n(C)c3=O)CC2)cc1,-5,2,6,0,-2,3,7,0,2
COc1ccc(C(=O)Nc2ccc3cn[nH]c3c2)c(OC)c1,-4,0,2,-2,-5,-1,-16,1,11
O=C(O)c1[nH]c2ccccc2c1C(c1cc(Cl)cc([N+](=O)[O-])c1O)c1c(C(=O)O)[nH]c2ccccc12,23,-8,-49,-4,38*,25,-38,2,18
CCOC(=O)c1c(NC(=O)C2CC(Cl)=CCC2C(=O)O)sc2c1CC(C)(C)OC2 (stereo not drawn),-3,-5,-6,-2,-1,8,-18,1,-38
O=[N+]([O-])c1ccc(S(=O)(=O)Nc2nc3ccccc3nc2Nc2ccccc2)cc1,-15,-13,-16,-2,-10,-20,17,-2,20
CN(C)CCCn1c2c(c(SCC(=O)Nc3cccc4ccccc34)nc1=O)CCCC2,2,-1,7,10,8,3,4,0,-226

Later entries
smiles,SENP8 block-1,SENP7 inh,UBC13 inh,MIN6 prolif,HKDC1 inhibitor,SENP6 inh,PfG6PD inh,SENP1 FRET inh,SENP8 block-2
CCC1CCCCN1C(=O)c1ccc(OC2CCN(Cc3ccccn3)CC2)cc1 (stereo not drawn),-1,-3,7,0,-5,3,4,-6,-2
COCCn1c(COC)nc2ccccc21,-4,14,-3,-1,-1,10,-18,1,8
Cc1ccc(NC(=O)CC2(CC(=O)O)CCCC2)cc1,0,-3,2,-2,-5,17,-3,-2,8
COC(=O)c1ccc(NC(=O)CN2CCN(c3ccc(Cl)cc3)CC2)cc1,-7,5,-8,-2,-3,-12,-4,0,16
CCN(CC)S(=O)(=O)c1cccc(C(=O)Nc2ccc3c(c2)OCO3)c1,-7,5,8,1,-1,10,13,1,15
CC(C)(CSc1ccccn1)NS(=O)(=O)c1ccccc1,-6,4,18,1,10,-28,-8,-1,19
Cc1ccc2oc(=O)n(CC(=O)N3CCOCC3)c2c1,5,2,2,-1,-3,-21,-5,2,6
COC/C=C/C1=CC2=CC(=O)C(C)(OC(=O)c3cnc4ccccc4n3)C(=O)C2=CN1CC1CC1 (stereo not drawn),-3,18,-62,-5,17,8,41,-13,44*
COc1cc2c(cc1NC(=O)COC(=O)c1ccccc1)oc1ccccc12,7,7,0,-3,.,-1,.,.,.
Cc1ccc(NS(=O)(=O)c2cccc(C(=O)Nc3cc(C)on3)c2)cc1,0,-10,14,-1,-2,2,2,1,10
COC(=O)c1ccccc1NC(=O)C(C)n1nc(C)c2c(C)n(-c3ccccc3)nc2c1=O (stereo not drawn),10,1,1,-1,10,-11,6,-15,-66
CCCN1CCC(CCOc2ccccc2)(C(=O)OCC)CC1,-8,0,-5,-1,1,6,-1,0,12
CC(NCc1ccc(S(N)(=O)=O)cc1)C(=O)N1CCc2ccccc21 (stereo not drawn),-4,8,3,-2,-3,5,7,0,18
O=C(c1ccccc1-c1ncc[nH]1)N1CCc2c([nH]c3ccccc23)C1c1ccccn1 (stereo not drawn),4,3,2,-3,-6,-8,3,-6,21
